# Screening data as filed in PubChem BioAssay.
# PhoP GFP inhibition: PhoP regulon inhibitors, Salmonella typhi PhoP promoter GFP reporter, confirmatory (AID 1850); Salmonella Typhi PhoP-promoter GFP reporter, fluorescence, 4 h; higher % means a stronger effect; 0.33% of 310,000 active; inhibition, % at 50 µM; hits with a dose series show IC50 in µM; in the data active = a potency from the dose series; inconclusive = inhibition mostly from about 25% at the one dose, without a potency; inactive = the rest, 99 in 100 with inhibition below about 19%;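 note: 0% = induced wells with vehicle and 100% = uninduced wells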
# inhibitors of VEEV: inhibitors of VEEV TC-83 cytopathic effect, confirmation, Vero cells (AID 588727); Vero cells, VEEV TC-83 cytopathic effect inhibition; higher % means a stronger effect; inhibition, % at 20 µM, or IC50 in µM where a hit was titrated; 0.13% of 350,000 active; in the data active = a potency from the dose series; inconclusive = inhibition mostly from about 14% at the one dose, without a potency; inactive = the rest, 99 in 100 with inhibition below about 12%; note: strong numbers were not always called active
# influenza NS1A: H1N1 influenza NS1A inhibitors, functional cell based assay (AID 504329); 0.3% of 340,000 active; inhibition, % at 12.5 µM; hits with a dose series show IC50 in µM; NS1A functional cell-based assay, percent inhibition; higher % means a stronger effect; in the data active = a potency from the dose series; inconclusive = inhibition above about 27% without an active follow-up result; note: strong numbers were not always called active
# M. tuberculosis HTS: M. tuberculosis growth inhibition, HTS (AID 449762). 0.59% of 330,000 active. one-dose inhibition, % at 25 µM; IC50 in µM for titrated hits. M. tuberculosis H37Rv growth inhibition, 7H9 media; higher % means a stronger effect; in the data active = a potency from the dose series; inconclusive = inhibition above about 70% without an active follow-up result;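 note: bacterial growth assessed after seven days of incubation; strong numbers were not always called active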
# M. tuberculosis: growth inhibition of non-replicating M. tuberculosis (AID 488890) | Mycobacterium tuberculosis non-replicating, growth inhibition; higher % means a stronger effect | inhibition, % at 25 µM; hits with a dose series show IC50 in µM | 0.39% of 320,000 active; in the data active = a potency from the dose series; inconclusive = inhibition mostly from about 82% at the one dose, without a potency; inactive = the rest, 99 in 100 with inhibition below about 76%;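 note: plate controls were DMSO cells for no effect and high antibiotic wells for full effect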
# inhibitors of VEEV 10K pilot screen: second read-out of inhibitors of VEEV, no call of its own (marks repeat the call); inhibition, %; measured here: 10K pilot screen inhibition
# Numbers without * were called inactive; i = inactive; ? = inconclusive; . = not tested or not shown.
# Sample of the layout, seven compounds:
SMILES,PhoP GFP inhibition,inhibitors of VEEV,influenza NS1A,M. tuberculosis HTS,M. tuberculosis,others
COc1ccc(OCCn2c(N)nc3ccccc32)cc1,0%,0.2%,-6%,10%,67%,
Cc1ccc(-c2ccc(/C=N/NC(=O)Cc3nnc(N)s3)o2)cc1Cl,-2%,0.1%,-1%,?,-3%,
COc1ccc(C(NC(=O)CNC(C)=O)C(=O)Nc2ccc3c(c2)OCCO3)cc1 (stereo not drawn),-5%,i,2%,-6%,-11%,
O=P(O)(O)Cc1ccccc1OP(=O)(c1ccccc1)c1ccccc1,-12%,i,-1%,-11%,-1%,
O=C(Nc1cccc(F)c1)N1CCN(C/C=C/c2ccccc2)CC1,5%,i,7%,-4%,57%,
O=C(CCS(=O)(=O)c1cccc2nsnc12)N1CC(=O)N(CCc2ccccc2)C(=O)C1,-13%,1.5%,0%,0%,10%,
Cc1nn2c(NCCCN3CCOCC3)c3c(nc2c1-c1ccccc1)CCC3,-9%,4.9%,-3%,8%,15%,

# All compounds of this part, previewed entries included:
SMILES,PhoP GFP inhibition,inhibitors of VEEV,influenza NS1A,M. tuberculosis HTS,M. tuberculosis,others
COc1ccc(OCCn2c(N)nc3ccccc32)cc1,0%,0.2%,-6%,10%,67%,
Cc1ccc(-c2ccc(/C=N/NC(=O)Cc3nnc(N)s3)o2)cc1Cl,-2%,0.1%,-1%,?,-3%,
COc1ccc(C(NC(=O)CNC(C)=O)C(=O)Nc2ccc3c(c2)OCCO3)cc1 (stereo not drawn),-5%,i,2%,-6%,-11%,
O=P(O)(O)Cc1ccccc1OP(=O)(c1ccccc1)c1ccccc1,-12%,i,-1%,-11%,-1%,
O=C(Nc1cccc(F)c1)N1CCN(C/C=C/c2ccccc2)CC1,5%,i,7%,-4%,57%,
O=C(CCS(=O)(=O)c1cccc2nsnc12)N1CC(=O)N(CCc2ccccc2)C(=O)C1,-13%,1.5%,0%,0%,10%,
Cc1nn2c(NCCCN3CCOCC3)c3c(nc2c1-c1ccccc1)CCC3,-9%,4.9%,-3%,8%,15%,
CN1Cc2c(c(C#N)c(N)n(C)c2=S)CC1(C)C,-25%,3.6%,-8%,-7%,-2%,
COc1ccc(C(=O)Nc2cc(C)on2)cc1,-3%,4.8%,-3%,-6%,0%,
CCC(CO)NC1=CC(=O)CCC1 (stereo not drawn),-5%,0.6%,0%,-8%,-30%,
Cc1nc2ccccc2c(C)c1C(=O)c1ccccc1,3%,0.8%,-7%,6%,10%,
Cc1ccc(NC(=O)COC(=O)C2CC3C=CC2C3)cc1S(=O)(=O)N1CCCCC1 (stereo not drawn),-3%,1.0%,-3%,0%,20%,
O=C(O)COn1c(-c2ccccc2)nc2ccc(Cl)cc21,-6%,i,-1%,-4%,24%,
Cc1ccc(NS(=O)(=O)c2c(C(=O)N3CCCCCC3)c(C)n(C)c2C)c(C)c1,7%,0.7%,-4%,-4%,19%,
CCCC(=O)Nc1cccc(NC(=O)CN2CCN(c3ccccc3OC)CC2)c1,.,0.9%,-3%,.,.,inhibitors of VEEV 10K pilot screen=0.3
O=C(CSc1nc2ccccc2s1)Nc1ccc(C(=O)O)cc1,2%,1.0%,10%,-1%,20%,
O=C(NCC(c1cccnc1)N1CCOCC1)c1ccco1 (stereo not drawn),5%,0.6%,8%,-12%,-10%,
CN(C)c1ccc(C(=O)Nc2cc(C(F)(F)F)ccc2-n2cncn2)cc1,-14%,4.7%,-5%,-14%,6%,
O=C(Cn1cnc2c(nnn2-c2ccc(F)cc2)c1=O)N1CCCc2ccccc21,7%,i,2%,-5%,-8%,
COc1cccc(C(C(=O)NCC2CCCO2)N(CC2CCCO2)C(=O)CN2C(=O)c3ccccc3S2(=O)=O)c1 (stereo not drawn),5%,0.9%,-14%,0%,-4%,
CN(C)c1ccc(C(CNC(=O)COc2ccc(Cl)cc2)N2CCCC2)cc1 (stereo not drawn),-30%,i,21%,4%,10%,
COc1ccc(C[C@H](C)NC[C@@H](O)c2ccc(O)c(NC=O)c2)cc1,2%,1.5%,-11%,2%,3%,
COC(=O)[C@H](CCSC)NC(=O)Cn1cnc2c(OCc3ccccc3)ncnc21,.,1.0%,2%,7%,-15%,
Cc1nc2ccc(-c3nc4cc(N)ccc4o3)cc2[nH]1,2%,9.8%,13%,1%,14%,
COc1ccc([C@H]2CC(=O)C=C(c3cccc(Cl)c3)C2)cc1OC,.,0.6%,13%,12%,4%,
CN(C)S(=O)(=O)c1cccc(NC(=O)c2sccc2-c2ccccc2)c1,-7%,5.1%,-7%,-6%,-12%,
Cc1cc2cc(CN(CCN3CCOCC3)C(=O)Nc3ccccc3F)c(=O)[nH]c2cc1C,4%,8.8%,-8%,2%,11%,
CC(=O)Nc1ccc(OCC(O)CN2CCN(c3ccc(C)c(Cl)c3)CC2)cc1 (stereo not drawn),-2%,1.7%,8%,16%,6%,
CC(=O)CC(=O)NC1CCc2ccccc21 (stereo not drawn),.,1.9%,1%,.,.,
O=C(COC(=O)c1ccc([N+](=O)[O-])cc1)NC12CC3CC(CC(C3)C1)C2,.,4.6%,-5%,?,?,
O=c1oc(CCCO)cc2ccc(/C=C/c3cccc([N+](=O)[O-])c3)cc12,.,i,-2%,-4%,25%,inhibitors of VEEV 10K pilot screen=1.0
Cc1nc(SCc2ccc(O)c([N+](=O)[O-])c2)c([N+](=O)[O-])[nH]1,17%,i,13%,-3%,15%,
COc1ccc2c(c1OC)C(=O)N(c1cccc(C)c1)C2,1%,1.6%,-3%,1%,-3%,
COc1ccc(CC(=O)N2CCC(n3nccc3NC(=O)C3CC3)CC2)cc1,-3%,0.5%,-10%,1%,-10%,
CN(Cc1ccccc1)C(=O)COC(=O)c1cncc(Br)c1,4%,1.7%,-7%,0%,78%,
COc1cccc(CNc2ccc3[nH]c(=O)[nH]c3c2)c1OCc1ccccc1Cl,4%,1.9%,-9%,1%,36%,
CN1CCN(S(=O)(=O)c2cccc(S(=O)(=O)c3cccc(S(=O)(=O)N4CCN(C)CC4)c3)c2)CC1,5%,i,-7%,-35%,4%,
COc1cccc(-c2nnc(SCC(=O)N3CCCC3=O)n2-c2ccccc2)c1,-9%,i,-7%,0%,-19%,
CCOc1ccccc1C(=O)N1CCC(n2nnc3cc(C(F)(F)F)ccc32)CC1,8%,7.7%,0%,-4%,27%,
CCCc1nnc(NC(=O)CCC(=O)NC2CCCCCC2)s1,11%,1.5%,-5%,0%,-7%,
COc1ccc(NC(=O)c2ccc(N3CCOCC3)nc2)cc1,-10%,2.8%,2%,-3%,-6%,
CCCC(C)C(=O)Nc1ccc(S(=O)(=O)Nc2nccc(C)n2)cc1 (stereo not drawn),7%,0.7%,.,-4%,-8%,
O=C(CN1C(=O)NC(Cc2c[nH]c3ccccc23)C1=O)NCCc1ccc(F)cc1 (stereo not drawn),-2%,0.7%,0%,-4%,-2%,
COc1ccc([N+](=O)[O-])cc1NCc1ccccc1,-13%,2.2%,-10%,-15%,63%,
Cc1nn(C(C)(C)C)c(C)c1/C=N/OC(=O)Nc1ccc(Cl)c(Cl)c1,-3%,2.1%,-4%,-8%,41%,
COC(=O)C1=C(C(=O)OC)[C@@H]2N(C)c3ccccc3[C@@]23C[C@@H](C(=O)OC)N(C(C)=O)C3=N1,-2%,0.2%,-2%,1%,-10%,
Cc1cc(/C=N/NC(=O)C(O)(c2ccccc2)c2ccccc2)c(C)n1-c1ccc(C(=O)O)cc1,-7%,i,-5%,-1%,16%,
CCn1c(SCC(=O)Nc2cc(C)on2)nc2c1c(=O)n(C)c(=O)n2C,0%,4.1%,5%,-4%,1%,
CC(C)C[C@H](NC(=O)OC(C)(C)C)C(=O)NCC1CCC(C(=O)N[C@@H](Cc2ccccc2)C(=O)O)CC1 (stereo partly drawn),-6%,0.9%,-13%,-2%,-12%,
COc1cccc(-c2nn(-c3ccc(F)cc3)cc2C(=O)NCC2CCCO2)c1 (stereo not drawn),12%,2.0%,1%,14%,20%,
# The list continues.
SMILES,PhoP GFP inhibition,inhibitors of VEEV,influenza NS1A,M. tuberculosis HTS,M. tuberculosis,others
Cc1ccc(-n2c(=O)c3c4c(sc3n(Cc3cc(=O)n5ccccc5n3)c2=O)CCC4)cc1C,-3%,0.1%,-6%,5%,7%,
O=C(NCc1ccc(F)cc1)N1CCN(S(=O)(=O)c2ccccc2F)CC1,6%,0.5%,4%,-6%,-5%,
COc1ccc(CN2CCCCC2c2cccnc2)cc1C (stereo not drawn),4%,1.3%,-3%,-3%,-3%,
Cc1ccc(-c2csc(NC(=O)c3ccc(Br)cc3)c2C(=O)O)cc1,-1%,0.2%,-12%,32%,?,
O=C1OCCN1C(=O)[C@H]1[C@H](c2ccc([N+](=O)[O-])cc2)C(c2ccccc2)=NN1c1ccc(Br)cc1,.,3.7%,-17%,.,.,
CCc1cccc(NS(=O)(=O)c2ccc3c(c2)n(C)c(=O)n3C)c1,-9%,0.1%,-1%,0%,8%,
O=C(Nc1ccccc1)c1ccc(S(=O)(=O)N2CCCCC2)cc1,18%,3.3%,1%,1%,.,
O=C(NNc1nc2c(F)cccc2s1)C1=COCCO1,0%,0.4%,0%,-3%,-12%,
Cc1ccccc1S(=O)(=O)Nc1nc2ccccc2nc1N1CCc2ccccc2C1,-5%,4.5%,-4%,-2%,24%,inhibitors of VEEV 10K pilot screen=2.1
CCN(CC(=O)Nc1ccc(NC(C)=O)cc1)C(=O)CN1C(=O)C2CCCCC2C1=O (stereo not drawn),.,0.5%,3%,7%,-5%,
Fc1ccccc1-c1[nH]ncc1-c1nnnn1-c1ccccc1,-12%,2.8%,.,8%,5%,
O=C(c1cccc(F)c1)n1nnc2ccccc21,-2%,1.9%,5%,-1%,1%,
COc1ccc2nc3cc(Cl)ccc3c(Nc3cc(C(C)C)c(O)cc3C)c2c1,-5%,i,-4%,?,?,
O=c1[nH]c(CN2CCN(c3ccccc3O)CC2)nc2scc(-c3ccccc3Cl)c12,-12%,2.5%,9%,1%,47%,
CCOC(=O)C(CC)n1cnc2c(nnn2-c2ccc(F)cc2)c1=O (stereo not drawn),1%,1.3%,5%,-8%,-8%,inhibitors of VEEV 10K pilot screen=1.1
Cc1cc2c(cc1C)-c1nnc(-c3ccc4ccccc4n3)n1C(C)(C)C2,-3%,.,.,-3%,-18%,
CCOC(=O)N1CCN(Cc2oc(CO)cc(=O)c2O)CC1,-17%,3.7%,-6%,-4%,-5%,
Cc1c(C(=O)O)oc2ccc(S(=O)(=O)N(CC(C)C)CC(C)C)cc12,-5%,4.1%,-8%,0%,6%,
O=C(NCc1cccnc1)c1ccc(-c2cc(Cl)ccc2Cl)o1,-2%,1.2%,11%,7%,29%,
Cc1ccc(OCCC(=O)OCC(=O)Nc2cc(C)nn2-c2ccccc2)cc1,-4%,1.5%,-7%,-3%,4%,
Cc1ccc(O)c(-c2cc(-c3ccccc3C)[nH]n2)c1,.,2.6%,-1%,.,.,
O=C(C[n+]1ccccc1)N1c2ccccc2Sc2ccccc21,7%,0.6%,-14%,?,60%,
Cc1nc(SCC(=O)N2CCN(C(=O)c3ccco3)CC2)c2c(C)c(C)sc2n1,3%,i,7%,0%,22%,
O=C1NC(=O)N(c2ccccc2)C(=O)/C1=C/c1ccc2c(c1)Cc1ccccc1-2,-21%,.,.,13%,12%,
O=C1NCCCC1C(=O)N/N=C/c1cccc(Cl)c1 (stereo not drawn),-9%,i,5%,-1%,-6%,
CCOP(=O)(OCC)C(NC(=O)c1ccccc1Cl)=C(Cl)Cl,-9%,1.6%,1%,0%,11%,
C/C=C/c1ccc(OCC(=O)OCC(=O)NC2CC2)c(OC)c1,.,1.7%,-6%,.,.,
CC(C)[C@H](N)C(=O)NC[C@H]1O[C@@H](n2cnc3c(N)ncnc32)[C@H](O)[C@@H]1O,.,i,-12%,.,.,
C[C@@H](c1ccccc1)N1C[C@H]2CCCN2c2cc(Br)ccc2S1(=O)=O,.,3.6%,-1%,.,.,
CCCC(=O)NC(c1ccc(OC)c(OC)c1)c1cc(Cl)c2cccnc2c1O (stereo not drawn),-4%,5.6%,-3%,-1%,-5%,
CC(=O)N1CCc2c(sc(NC(=O)c3ccc4c(c3)OCCO4)c2C#N)C1,-10%,5.9%,28%,-9%,.,
O=C(CC1C(=O)NCCN1Cc1cccc(Oc2ccccc2)c1)NCC1CCOCC1 (stereo not drawn),7%,0.2%,9%,-7%,-2%,
CC1=C/C(=N\NC(=S)NCCc2ccccc2)CC(C)(C)C1,-1%,i,-1%,0%,12%,
CCC(Sc1ccccc1C(=O)O)C(=O)O (stereo not drawn),7%,1.5%,-7%,5%,-4%,
